TWEAK-Fn14 inh = inhibitors of TWEAK-Fn14 interaction signaling | 360,000 compounds, 2% hits | TWEAK-stimulated Fn14 reporter cells, luciferase luminescence, 8 h | inhibition, % at 10 µM; in the data active = inhibition above about 50%
Shn3 inh set2 = inhibitors of Schnurri-3 3'UTR reporter in osteoblasts; Clone20 osteoblast Shn3 3'UTR firefly luciferase, 24 h; inhibition, % at 12.5 µM; 360,000 compounds, 0.52% hits; AID 588674;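 active = mean inhibition of at least 75% with every replicate also reaching 75%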;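 also: 0% = median of neutral control wells and 100% = pilot-screen positive control compound; some compounds past the cut are filed as inactive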
HIF-2a block = blocks HIF-2a reporter activity. 786-0 RCC cells HIF-2a reporter, luciferase luminescence, overnight. inhibition, % at 18.8 µM. 360,000 compounds, 0.72% hits. AID 624352;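 active = inhibition of the luminescence signal of 40% or more relative to plate controls, in a single-dose primary screen at 18.75 µM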
NR2E3 ag-1 = human photoreceptor-specific nuclear receptor agonism | Q9Y5X4 | CHO-S Gal4-NCOR/VP16-NR2E3 two-hybrid, luciferase | inhibition of corepressor binding, % at 3.98 µM | 360,000 compounds, 0.35% hits | AID 602229;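 active = inhibition above the mean of all tested compounds plus 3 SD, cut at about 70% in these data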;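 also: 0% = DMSO with NR2E3 transfected cells and 100% = cells lacking NR2E3 construct; higher means lower luciferase signal from less NR2E3 corepressor binding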
Target sequence (Q9Y5X4 whole entry, looked up, the tested form may be a part): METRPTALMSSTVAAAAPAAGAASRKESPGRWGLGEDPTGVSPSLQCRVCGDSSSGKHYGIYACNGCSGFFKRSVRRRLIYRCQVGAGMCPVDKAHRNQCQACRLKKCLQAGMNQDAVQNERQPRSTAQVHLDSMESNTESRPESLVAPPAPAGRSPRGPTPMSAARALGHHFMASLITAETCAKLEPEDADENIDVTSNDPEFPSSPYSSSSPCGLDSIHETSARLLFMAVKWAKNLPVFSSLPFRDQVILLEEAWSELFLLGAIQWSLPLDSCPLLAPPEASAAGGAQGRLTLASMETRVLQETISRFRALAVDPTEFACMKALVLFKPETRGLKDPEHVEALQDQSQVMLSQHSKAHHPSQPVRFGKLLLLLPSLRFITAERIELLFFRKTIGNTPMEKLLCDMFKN
Peg3 promoter = Peg3 promoter activity inhibition; HeLa PEG-Prom luciferase reporter, luminescence, overnight; 360,000 compounds, 1.7% hits; inhibition, % at 20 µM; AID 588405;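 active = inhibition of at least 50% at 20 µM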
aDG glyco up = increases alpha dystroglycan glycosylation; 360,000 compounds, 0.22% hits; activation, % at 10 µM; Pro5-aDG cells, alpha-DG glycosylation AlphaScreen (IIH6); 0% Pro5, 100% B10-LARGE cell signal; AID 624168;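 active = activation of at least 8% versus controls, or a plate z-score of at least 8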;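 also: Pro5 are CHO cells carrying HIG-tagged alpha-DG that lacks glycosylation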
MITF TRPM1 inh = MITF TRPM1 promoter inhibition in SK-MEL-5 cells | SK-MEL-5 TRPM1 promoter luciferase, 24 h | inhibition, % at 12.5 µM | 330,000 compounds, 0.83% hits | AID 488899;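 active = mean inhibition across replicates of 60% or more, whatever share of single replicates reaches that level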; also: values of inactives mirror those of a sister screen read the other way
CF NFkB block = cystic fibrosis NF-kB activation inhibition | KKLEB NF-kB-GFP reporter, PAF-induced, GFP fluorescence overnight | inhibition, % at 5 µM | 360,000 compounds, 0.86% hits;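 active = at least 50% inhibition at 5 µM, scaled per plate between neutral and stimulator controls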;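 also: PAF is a Pseudomonas aeruginosa culture filtrate used as stimulus; plate controls were PAF-stimulated DMSO wells for no effect and unstimulated DMSO wells for full effect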
NR2E3 ag-2 = activates human photoreceptor nuclear receptor NR2E3; Q9Y5X4; GST-NR2E3/biotin-RetCOR TR-FRET, 1536-well; inhibition of corepressor binding, % at 4.78 µM; 320,000 compounds, 0.12% hits; AID 2300;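 active = percent inhibition above the cutoff of mean plus 3 SD of all tested compounds, set per screening campaign, cut at about 20% in these data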;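 also: 0% = DMSO wells and 100% = biotin wells as full block of FRET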
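Material – GST-tagged NR2E3 plus biotinylated RetCOR corepressor · Quantity – NR2E3 fusion 1.35 nM · Times – 5 h incubation at 4 °C · Medium – pH 7.5 Tris-based buffer · Technique – TR-FRET, Eu(K)-anti-GST donor, streptavidin-D2 acceptor, ex 340, em 617/671 nm · Benchmarks – high control biotin, low control 0.6% DMSO · Format – 1536-well plates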
iPSC survival up = hiPSC single-cell survival enhancement; ATPlite luminescence; 100% = ROCK inhibitor wells, 0% = DMSO; survival enhancement, % at 20 µM; 360,000 compounds, 0.044% hits; AID 602274; in the data active = survival enhancement above about 18%;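 also: cells exposed to compounds for 16 hours before the ATP read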
KKLEB cytotox = counter-screen for CF NF-kB inhibitors: cytotoxicity. KKLEB CF airway cells viability, ATPlite luminescence, overnight; stronger effect = lower value; cells stimulated with P. aeruginosa culture filtrate. activity change (cytotoxicity), % at 5 µM. 360,000 compounds, 0.36% hits;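 active = corrected activity change at or below -50% at 5 µM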
* hit, by the source's call.

Screening CN1CCN(CCCNC(=O)c2ccc(NC(=O)C3=CSCCO3)cc2)CC1 returned TWEAK-Fn14 inh -6, Shn3 inh set2 -14, HIF-2a block 2, NR2E3 ag-1 28, Peg3 promoter -19, aDG glyco up 0.7, MITF TRPM1 inh -37, CF NFkB block -11, NR2E3 ag-2 0, iPSC survival up -0.1 and KKLEB cytotox 2.
`O=C(CN1CCN(C(=O)c2ccco2)CC1)Nc1ccc(F)cc1F` gave TWEAK-Fn14 inh -9, Shn3 inh set2 -27, HIF-2a block -93, NR2E3 ag-1 -35, Peg3 promoter -44, aDG glyco up 0.2, MITF TRPM1 inh -6, CF NFkB block 7, NR2E3 ag-2 1, iPSC survival up -0.3 and KKLEB cytotox -5.
For COc1cccc(CNC(=O)c2ccccc2N)c1 the results were TWEAK-Fn14 inh -19, Shn3 inh set2 14, HIF-2a block -22, NR2E3 ag-1 1, Peg3 promoter -3, aDG glyco up -0.1, MITF TRPM1 inh -1, CF NFkB block -7, NR2E3 ag-2 -1, iPSC survival up 5.4 and KKLEB cytotox 8.
For CC(CNS(=O)(=O)c1ccc(Cl)cc1)n1cncn1 (centres undefined) the results were TWEAK-Fn14 inh 16, Shn3 inh set2 6, HIF-2a block 12, NR2E3 ag-1 7, Peg3 promoter 14, aDG glyco up -0.2, MITF TRPM1 inh 4, CF NFkB block -9, NR2E3 ag-2 0, iPSC survival up -0.4 and KKLEB cytotox -5.
For COc1cc([N+](=O)[O-])ccc1NC(=O)CCCOc1ccccc1 the results were TWEAK-Fn14 inh -7, Shn3 inh set2 5, HIF-2a block 6, NR2E3 ag-1 -8, Peg3 promoter -12, aDG glyco up 0.0, MITF TRPM1 inh -8, CF NFkB block 4, NR2E3 ag-2 0, iPSC survival up -3.1 and KKLEB cytotox 4.
O=C(COC(=O)/C=C/c1ccc(F)cc1)NC1CCCCCC1 was read as TWEAK-Fn14 inh 4, Shn3 inh set2 -7, HIF-2a block 8, NR2E3 ag-1 -20, Peg3 promoter 1, aDG glyco up -0.4, MITF TRPM1 inh -7, CF NFkB block 18, iPSC survival up 4.4 and KKLEB cytotox -4.
Screening CC(=O)c1ccc(NC(=O)C2CCCN2S(=O)(=O)c2ccc(C)cc2)cc1 (centres undefined) returned TWEAK-Fn14 inh -9, Shn3 inh set2 -9, HIF-2a block 1, NR2E3 ag-1 -45, Peg3 promoter -9, aDG glyco up 0.2, MITF TRPM1 inh 7, CF NFkB block -10, NR2E3 ag-2 -2, iPSC survival up 0.3 and KKLEB cytotox -1.
`CC(C)CNC(=O)c1cccc(NC(=O)c2ccc(Cl)c([N+](=O)[O-])c2)c1` gave TWEAK-Fn14 inh -4, Shn3 inh set2 -15, HIF-2a block 13, NR2E3 ag-1 1, Peg3 promoter 25, aDG glyco up 0.8, MITF TRPM1 inh -3, CF NFkB block 14, NR2E3 ag-2 0, iPSC survival up 2.7 and KKLEB cytotox -3.
`O=C(Nc1nnc(SCc2ccc(F)cc2)s1)c1ccc2ncsc2c1` gave TWEAK-Fn14 inh -19, Shn3 inh set2 2, HIF-2a block -136, NR2E3 ag-1 -138, Peg3 promoter -192, aDG glyco up 0.9, MITF TRPM1 inh -6, CF NFkB block 5, iPSC survival up -1.7 and KKLEB cytotox 6.
For FC(F)(F)c1ccc(N2CCN(Cc3ccc4c(c3)OCO4)CC2)nc1 the results were TWEAK-Fn14 inh -13, Shn3 inh set2 -11, HIF-2a block -3, NR2E3 ag-1 3, Peg3 promoter -22, aDG glyco up 0.3, MITF TRPM1 inh 1, CF NFkB block 9, NR2E3 ag-2 -1, iPSC survival up 0.9 and KKLEB cytotox -4.
Cc1ccc(NC(=O)Nc2cccc3ccccc23)cc1 was read as TWEAK-Fn14 inh -4, Shn3 inh set2 -19, HIF-2a block -104, NR2E3 ag-1 -40, Peg3 promoter -41, aDG glyco up 2.7, MITF TRPM1 inh -6, CF NFkB block -1, NR2E3 ag-2 -1, iPSC survival up -0.5 and KKLEB cytotox -1.
Screening CCN1C(=NCCOC)N[C@@H](c2cccc(C(F)(F)F)c2)C(C(=O)OC)=C1C returned TWEAK-Fn14 inh -16, Shn3 inh set2 12, HIF-2a block 0, NR2E3 ag-1 -11, Peg3 promoter -14, aDG glyco up 0.0, MITF TRPM1 inh -7, CF NFkB block 24, iPSC survival up -0.7 and KKLEB cytotox -4.
`Cc1cccc(-c2nnc(SCC(=O)N3CCOCC3)o2)c1` gave TWEAK-Fn14 inh -11, Shn3 inh set2 -52, HIF-2a block -133, NR2E3 ag-1 -42, Peg3 promoter -119, aDG glyco up 0.0, MITF TRPM1 inh -70, CF NFkB block -5, NR2E3 ag-2 2, iPSC survival up 0.1 and KKLEB cytotox 4.
For O=c1cc(O)c2ccc(O)cc2o1 the results were TWEAK-Fn14 inh -20, Shn3 inh set2 10, HIF-2a block 9, NR2E3 ag-1 -7, Peg3 promoter 1, aDG glyco up 0.1, MITF TRPM1 inh 6, CF NFkB block 12, NR2E3 ag-2 4, iPSC survival up -0.6 and KKLEB cytotox -5.
CCOc1ccc(CCN2C(=S)N([C@@H](CC(C)C)CN3CCCC3CN3C(=S)NC[C@@H]3Cc3ccccc3)C[C@@H]2CC(C)C)cc1 (some centres undefined) was read as TWEAK-Fn14 inh 8, HIF-2a block -24, NR2E3 ag-1 5, aDG glyco up 0.1 and iPSC survival up -1.4.
Screening CC(=O)O[C@@H]1C[C@H](c2ccccc2)OC(=O)CCCCC1=O returned TWEAK-Fn14 inh -13, HIF-2a block 15, NR2E3 ag-1 -7, aDG glyco up -0.2 and iPSC survival up 0.0.
CCn1c(C)cc(C(=O)CSc2nnc(-c3ccco3)o2)c1C was read as TWEAK-Fn14 inh -8, Shn3 inh set2 -25, HIF-2a block -115, NR2E3 ag-1 -34, Peg3 promoter -103, aDG glyco up 0.0, MITF TRPM1 inh -28, CF NFkB block 7, NR2E3 ag-2 4, iPSC survival up -0.4 and KKLEB cytotox 13.
Screening O=C1NC(=Nc2ccccc2)S/C1=C\c1cccn1-c1ccccc1 returned TWEAK-Fn14 inh 5, Shn3 inh set2 -38, HIF-2a block -194, NR2E3 ag-1 -218, Peg3 promoter -152, aDG glyco up -0.5, MITF TRPM1 inh -19, CF NFkB block 5, NR2E3 ag-2 1, iPSC survival up -2.2 and KKLEB cytotox -12.
`Cc1cc(C)c(S(=O)(=O)NCCOc2ccccc2)c(C)c1-n1cnnn1` gave TWEAK-Fn14 inh 25, Shn3 inh set2 3, HIF-2a block 19, NR2E3 ag-1 1, Peg3 promoter 11, aDG glyco up -0.1, MITF TRPM1 inh -7, CF NFkB block 0, NR2E3 ag-2 4, iPSC survival up -0.4 and KKLEB cytotox 0.
`O=C(COC(=O)C1CC(=O)N(CCc2ccccc2)C1)c1ccc[nH]1` (centres undefined) gave TWEAK-Fn14 inh 3, Shn3 inh set2 -13, HIF-2a block -3, NR2E3 ag-1 -12, Peg3 promoter 11, aDG glyco up 0.0, MITF TRPM1 inh 5, CF NFkB block 7, NR2E3 ag-2 0, iPSC survival up 1.5 and KKLEB cytotox -10.
`Cc1ccnc(NS(=O)(=O)c2ccc(NC(=O)CSc3nc(-c4ccccc4)cc(=O)[nH]3)cc2)n1` gave TWEAK-Fn14 inh 5, Shn3 inh set2 -1, HIF-2a block 5, NR2E3 ag-1 -12, Peg3 promoter 12, aDG glyco up -0.3, MITF TRPM1 inh 10, CF NFkB block -5, NR2E3 ag-2 1, iPSC survival up 0.1 and KKLEB cytotox -3.
O=C(c1cc(-c2ccccc2Cl)on1)N1CCCC1 was read as TWEAK-Fn14 inh 70*, Shn3 inh set2 -15, HIF-2a block -46, NR2E3 ag-1 -92, Peg3 promoter -132, aDG glyco up 0.2, MITF TRPM1 inh 6, CF NFkB block -17, NR2E3 ag-2 -5, iPSC survival up -0.4 and KKLEB cytotox -16.
For CC12CCC(C(=O)NNc3ccc([N+](=O)[O-])cc3)(CC1=O)C2(C)C (centres undefined) the results were TWEAK-Fn14 inh -17, Shn3 inh set2 -5, HIF-2a block 13, NR2E3 ag-1 10, Peg3 promoter 2, aDG glyco up 0.1, MITF TRPM1 inh 2, CF NFkB block -22, NR2E3 ag-2 3, iPSC survival up -1.6 and KKLEB cytotox 5.
Cc1cccc(NC(=O)c2nc[nH]c2C(=O)N[C@@H](C)C(=O)OCc2ccccc2)c1 was read as TWEAK-Fn14 inh -18, Shn3 inh set2 -15, HIF-2a block 3, NR2E3 ag-1 -16, Peg3 promoter -6, aDG glyco up -0.1, MITF TRPM1 inh -8, CF NFkB block -10, NR2E3 ag-2 -1, iPSC survival up 6.5 and KKLEB cytotox 0.
`O=C(CSc1nnc(CNC(=O)c2ccccc2F)o1)c1ccccc1` gave TWEAK-Fn14 inh 2, Shn3 inh set2 15, HIF-2a block 9, NR2E3 ag-1 5, Peg3 promoter 5, aDG glyco up 0.0, MITF TRPM1 inh 10, CF NFkB block 0, NR2E3 ag-2 0, iPSC survival up -0.5 and KKLEB cytotox 4.
`CCN(CC(=O)Nc1ccccc1C(F)(F)F)C(=O)CCc1c(C)[nH]c(=O)c(C#N)c1C` gave TWEAK-Fn14 inh 16, Shn3 inh set2 -11, HIF-2a block 12, NR2E3 ag-1 -9, Peg3 promoter 1, aDG glyco up -0.1, MITF TRPM1 inh -4, CF NFkB block -10, NR2E3 ag-2 1, iPSC survival up -0.4 and KKLEB cytotox 7.
For COc1ccc(C(=O)NCc2ccccc2)cc1S(=O)(=O)N1CCCc2ccccc21 the results were TWEAK-Fn14 inh 8, Shn3 inh set2 7, HIF-2a block 3, NR2E3 ag-1 12, Peg3 promoter -12, aDG glyco up -0.1, MITF TRPM1 inh 1, CF NFkB block 13, NR2E3 ag-2 -1, iPSC survival up 0.4 and KKLEB cytotox 7.
O=C(Nc1ccc2c(c1)OCO2)c1ccc(Br)c(S(=O)(=O)N2CCCC2)c1 was read as TWEAK-Fn14 inh 38, Shn3 inh set2 35, HIF-2a block -87, NR2E3 ag-1 4, Peg3 promoter -55, aDG glyco up 1.0, MITF TRPM1 inh 9, CF NFkB block 0, NR2E3 ag-2 6, iPSC survival up -1.0 and KKLEB cytotox 1.
`O=C(O)c1ccc(-n2cccc2)cc1O` gave TWEAK-Fn14 inh -4, Shn3 inh set2 -3, HIF-2a block -18, NR2E3 ag-1 -4, Peg3 promoter -16, aDG glyco up 0.0, MITF TRPM1 inh 19, CF NFkB block -16, NR2E3 ag-2 -5, iPSC survival up -3.7 and KKLEB cytotox 13.
Screening Cc1cccc(-n2ccnc2CN2CCN(C(C)C)C(CCO)C2)c1 (centres undefined) returned TWEAK-Fn14 inh 10, Shn3 inh set2 -6, HIF-2a block 11, NR2E3 ag-1 -26, Peg3 promoter 7, aDG glyco up 0.0, MITF TRPM1 inh 7, CF NFkB block 4, NR2E3 ag-2 -3, iPSC survival up -0.7 and KKLEB cytotox -1.

Compound activity from PubChem.
